GLS inhibitor: qHTS for Inhibitors of Glutaminase (GLS) | Glutaminase kidney isoform, mitochondrial (Homo sapiens), O94925 | GLS enzymatic activity, qHTS titration | Potency, µM (highest dose often 45.5 µM), for the others: top-dose activity change, negative = inhibition, most hits filed as inhibitors | hit rate 0.21% among 410,000 | AID 624170, 2012; also: potency is read from the fitted curve at half-maximal effect; % is scaled to controls: 0 for no effect and ±100 for the full control effect
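Human kidney-isoform GLS in 45 mM KH2PO4 pH 8.2, 0.02% Tween-20, with compound, started with 1mM L-Glutamine (added stock). Glutamate oxidase/HRP/Amplex red coupled fluorescence read at start and after 30 min at RT.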
HP1b binding inh: HTS for Inhibitors of HP1-beta Chromodomain Interactions with Methylated Histone Tails. Chromobox protein homolog 1 (Homo sapiens), P83916. AlphaScreen HP1-beta / biotin-H3K9me3 peptide binding. Potency, µM (top dose mostly 114 µM), for inactives: at the highest dose activity change, negative = inhibition, actives largely listed as inhibitors. hit rate 0.56% among 390,000. AID 540317, 2011; also: potency is read from the fitted curve at half-maximal effect; nearly all actives have a fitted effect of over 70% in size; inactives centre near 23
Target sequence (P83916 whole entry, looked up): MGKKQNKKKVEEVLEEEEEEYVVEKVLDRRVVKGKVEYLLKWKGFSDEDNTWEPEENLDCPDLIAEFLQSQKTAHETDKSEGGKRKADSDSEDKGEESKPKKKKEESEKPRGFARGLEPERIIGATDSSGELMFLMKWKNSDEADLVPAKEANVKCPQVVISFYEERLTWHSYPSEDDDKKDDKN
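HP1-beta protein (50 nM final) preincubated 30 min at room temperature with biotinylated H3(1-18)K9me3 peptide (50 nM) in PBS pH 7.4, 0.01% Tween-20, then compound added for 30 min. AlphaScreen streptavidin donor/nickel chelate acceptor beads (10 ug/mL final), 30 min dark, luminescence read.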
ERG Ets-DNA blk: qHTS for Small Molecule Inhibitors of the ERG Ets/DNA interaction | Transcriptional regulator ERG (Homo sapiens), P11308 | fluorescence polarization, His-ERG Ets domain / labelled DNA | Potency, µM (highest dose often 76.9 µM), for inactives: at the highest dose FP activity, negative = inhibition, hits mostly inhibitors | hit rate 0.028% among 370,000; active = well fitted inhibition curve with a large enough effect in the polarisation, with a control signal flat; inconclusive = small, poorly fitted or top-dose-only effect, or effect the other way, or a change in a side signal; inactive = no such curve, though single readings can be large or run the other way; the % refers to the polarisation;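 also: polarization taken with two DNA probes labelled with fluorescein and Texas red; potency is read from the fitted curve at half-maximal effect; % of control where 0% means no effect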
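His-tagged ERG Ets domain (1 uM in the protein solution; 300mM KCl, 50mM Tris-HCl, 1mM EDTA, 1mM DTT, pH 7.5) received compound, then a probe mix of 5 nM fluorescein-DNA and 100nM Texas-615-DNA. Fluorescence polarization was read for both dyes.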
BAZ2B inh: qHTS Assay for Inhibitors of BAZ2B. Potency, µM (titrated, usually from 114 µM), without a hit: at the highest dose activity change, negative = inhibition, hits mostly inhibitors. AlphaScreen BAZ2B-H3K14Ac peptide displacement. AID 504333, 2011. hit rate 4.4% among 360,000. Bromodomain adjacent to zinc finger domain protein 2B (Homo sapiens), Q9UIF8; also: potency is read from the fitted curve at half-maximal effect; % is scaled to controls: 0 for no effect and ±100 for the full control effect; nearly all actives have a fitted effect of over 60% in size
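Compounds, titrated to a top concentration of 110 uM, were incubated 30 min at room temperature with preformed BAZ2B/acetyl-K14 H3 peptide complex (50 nM each). Proximity signal was measured by AlphaScreen after 20 min with beads.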
Pin1 inhibitor: qHTS Assay to Find Inhibitors of Pin1; Peptidyl-prolyl cis-trans isomerase NIMA-interacting 1 (Homo sapiens), Q13526; Pin1 FP peptide displacement, HiFluor488, 10 min; Potency, µM (series often up to 115 µM), for inactives: at the top dose activity, negative = inhibition, most hits filed as inhibitors; hit rate 0.009% among 390,000; active = well fitted inhibition curve with a large enough effect in the polarisation, with a control signal flat, not every such curve was filed as active; inconclusive = small, poorly fitted or top-dose-only effect, or effect the other way, or a change in a side signal; inactive = no such curve, though single readings can be large or run the other way; the % refers to the polarisation; also: potency is read from the fitted curve at half-maximal effect; % is scaled to controls: 0 for no effect and ±100 for the full control effect
Target sequence (Q13526 whole entry, looked up): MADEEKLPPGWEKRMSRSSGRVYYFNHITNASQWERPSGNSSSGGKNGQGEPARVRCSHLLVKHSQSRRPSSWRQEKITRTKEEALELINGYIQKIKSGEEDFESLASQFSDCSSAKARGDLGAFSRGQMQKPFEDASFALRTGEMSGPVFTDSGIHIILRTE
G9a inh: qHTS Assay for Inhibitors of Histone Lysine Methyltransferase G9a; Potency, µM (titrated, usually from 102 µM), without a hit: at the highest dose activity, negative = inhibition, hits mostly inhibitors; G9a H3K9 monomethylation, AlphaScreen, 2 h; AID 504332, 2011; hit rate 8.8% among 350,000; Histone-lysine N-methyltransferase EHMT2 (Homo sapiens), Q96KQ7; also: potency is read from the fitted curve at half-maximal effect; % is scaled to controls: 0 for no effect and ±100 for the full control effect; nearly all actives have a fitted effect of over 75% in size
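Quantitative HTS format: methyltransferase activity on a biotin-tagged H3K9 peptide is measured by AlphaScreen, using a rabbit anti-monomethyl-H3K9 antibody with streptavidin donor and anti-IgG acceptor beads. Final levels are 20 nM enzyme, 500 nM peptide, 20 uM SAM; 2 h RT.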
PI4K2A inh: qHTS for small molecular inhibitors of PI4K2A; Phosphatidylinositol 4-kinase type 2-alpha (Homo sapiens), Q9BTU6; purified PI4K2A, ADP-Glo luminescence, 1 h; active compounds read low; activity change, negative = inhibition, % at 76.9 µM; hit rate 0.13% among 420,000; in the data active = activity change below about -50%; inconclusive = mostly about -30% to -49%;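 also: -100% = wells without enzyme as full effect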
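In this quantitative HTS, ADP production by PI4K2A was quantified luminescently after 1 h at ambient temperature; 100 microM adenosine served as plate-quality control.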
JMJD2A Tudor inh: qHTS Assay for Inhibitors of JMJD2A-Tudor Domain; Potency, µM (series often up to 114 µM), for the others: top-dose activity change, negative = inhibition, hits mostly inhibitors; hit rate 4.4% among 390,000; AlphaScreen JMJD2A-Tudor / H3K4me3 peptide binding; Lysine-specific demethylase 4A (Homo sapiens), O75164; also: potency is read from the fitted curve at half-maximal effect; % is scaled to controls: 0 for no effect and ±100 for the full control effect; nearly all actives have a fitted effect of over 50% in size
Tb PGK inh: qHTS Assay to Find Inhibitors of Phosphoglycerate Kinase. Phosphoglycerate kinase, glycosomal (Trypanosoma brucei brucei), P07378. AID 602233, 2012. PGK/GAPDH coupled, Kinase-Glo luminescence, 60 min. hit rate 0.043% among 380,000. Potency, µM (doses to about 57.5 µM), without a hit: top-dose activity change, negative = inhibition, most hits filed as inhibitors; also: potency is read from the fitted curve at half-maximal effect; % is scaled to controls: 0 for no effect and ±100 for the full control effect; nearly all actives have a fitted effect of over 60% in size
Target sequence (P07378 whole entry, looked up): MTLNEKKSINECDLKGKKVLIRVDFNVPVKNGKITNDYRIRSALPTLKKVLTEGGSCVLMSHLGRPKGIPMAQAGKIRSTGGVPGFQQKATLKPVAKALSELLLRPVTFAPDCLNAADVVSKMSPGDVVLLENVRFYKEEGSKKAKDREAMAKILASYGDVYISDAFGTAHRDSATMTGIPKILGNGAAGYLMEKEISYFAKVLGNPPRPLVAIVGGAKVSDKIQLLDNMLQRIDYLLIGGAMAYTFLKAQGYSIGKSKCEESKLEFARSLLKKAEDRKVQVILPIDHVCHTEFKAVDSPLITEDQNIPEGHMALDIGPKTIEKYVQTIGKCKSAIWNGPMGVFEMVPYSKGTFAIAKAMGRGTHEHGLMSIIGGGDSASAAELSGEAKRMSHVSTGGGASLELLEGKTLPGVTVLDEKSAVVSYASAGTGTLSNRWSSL
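Luminescent ATP detection (Kinase-Glo Plus) follows a 60-minute room-temperature incubation, with wells lacking PGK as controls. Buffer: 100 mM TEA (pH 7.6), 5 mM MgCl2, 0.01% Tween-20. Coupling enzyme GAPDH (100 nM final) supplies unstable 1,3-BPG in-well.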
An asterisk follows results filed as active; i = inactive; ? = inconclusive; . = no result given; & = joins results of further samples; [ ] = remark or other dose. Unless noted, calls follow the shape of the dose curve; as a rule, active = well fitted curve in the direction sought with a large enough effect; inconclusive = small, poorly fitted or top-dose-only effect, or another doubt; inactive = no such curve, though single readings can be large; an effect the other way counts as inactive or inconclusive.

entry	structure	ERG Ets-DNA blk	BAZ2B inh	GLS inhibitor	Pin1 inhibitor	Tb PGK inh	HP1b binding inh	PI4K2A inh	JMJD2A Tudor inh	G9a inh
1	OC[C@H]1O[C@@H]2O[C@H]3[C@H](O)[C@@H](O)[C@@H](O[C@H]4[C@H](O)[C@@H](O)[C@@H](O[C@H]5[C@H](O)[C@@H](O)[C@@H](O[C@H]6[C@H](O)[C@@H](O)[C@@H](O[C@H]7[C@H](O)[C@@H](O)[C@@H](O[C@H]1[C@H](O)[C@H]2O)O[C@@H]7CO)O[C@@H]6CO)O[C@@H]5CO)O[C@@H]4CO)O[C@@H]3CO	2%	-4%	0%&-20%	-10%	i	14%	5	?	20%[12.7 µM]
2	COC(=O)c1ccc(NC(=O)CCc2c(C)nc3c(c2C)c(=O)n(C)c(=O)n3C)cc1	-21%	-1%	-12%	1%	-8%	23%	-4	-2%	-10%[59 µM]
3	COc1cc2c(cc1OC)-c1cc(OCc3ccccc3Cl)nc(=O)n1CC2	-5%	2%	28%	13%	-5%	-4%	2	-17%	-20%[59 µM]
4	O=C(Cn1cnnn1)OCC(=O)c1ccc(Cl)s1	-6%	?	.	2%	-20%	-6%	-2	-20%	-8%[59 µM]
5	COc1ccc(CNC(=O)COC(=O)c2ccc(S(=O)(=O)N3CCOCC3)cc2)cc1	-6%	.	-14%	1%	-9%	11%	-5	-5%	.
6	c1cnc(-c2noc(CN3CCN(C4CCCC4)CC3)n2)cn1	6%	-11%	2%	-8%	-9%	34%	-4	-17%	.
7	CC(Sc1n[nH]c(-c2cccs2)n1)C(=O)Nc1ccc(C(N)=O)cc1 (stereo unspecified)	8%	-5%	-1%	0%	-6%	42%[activator]	-1	2%	-20%[59 µM]
8	COc1ccc(CCNC(=O)c2ccc(Cn3c(=O)c4ccccc4n(Cc4ccccc4Cl)c3=O)cc2)cc1OC	-14%	-1%	11%	2%	2%	22%	-4	-8%	-5%[59 µM]
9	CC1CCN(C(=O)CSc2nc3ccccc3[nH]2)CC1	-24%	-1%	-1%	1%	-3%	31%	1	-2%	5%[12.7 µM]
10	CC(C(C(=O)N1CCCCC1)N1CCCCC1)N1CCCCC1 (stereo unspecified)	5%	.	-3%	4%	-6%	7%[57 µM]	0	-3%	.
11	N#Cc1ccc(CSc2nc3c(c(=O)[nH]2)CCCC3)cc1	-5%	3%	2%	4%	.	33%	-5	4%	?
12	CCCCCc1ccnc(CC(=O)c2ccc(OC)cc2)c1	0%	.	-12%	6%	-2%	-8%	0	?	.
13	CCO/C(C)=N/n1c2nc3ccccc3nc2c2c(=O)n(C3CCCC3)c(C)nc21	17%	-4%	-9%	?	8%	30%	-4	3%	56µM*
14	Cc1ccccc1C(=O)Nc1ccc2c(c1)C(=O)NC2=O	-6%	-26%	2%	-5%	-4%	43%[activator]	-2	-9%	-31%
15	CN1CCN(C(=O)c2cccc(-c3cc(O)c4ncccc4c3)c2)CC1	.	13µM*	7%	0%	9%	51%[activator]	-23	50µM*	-3%[12.7 µM]
16	CCOC(=O)N1CCN(C/C(Cl)=C/c2ccccc2)CC1	-20%	?	8%	4%	-3%	50µM*	1	1.8µM*	.
17	Cc1ccc(CNCc2ccco2)cc1	-14%	56µM*	-10%	-5%	i	-5%	0	28µM*	22µM*
18	O=C(CCN1C(=O)C2CCCCC2C1=O)NNC(=O)c1cccc(Cl)c1 (stereo unspecified)	.	29%	2%	-3%	-6%	22%	7	6%	-14%[59 µM]
19	O=C(Nc1cccc2ccccc12)N1CCN(c2ncccn2)CC1	-6%	-8%	7%	2%	-7%	46%[activator]	1	6%	-23%
20	CC1=C(C#N)C(NC(=O)c2ccccc2)(C(F)(F)F)C(=O)N1 (stereo unspecified)	2%	-2%	6%	1%	-1%	22%	-4	0%	-28%[59 µM]
21	O=C(CNc1cccc(S(=O)(=O)N2CCCCC2)c1)Nc1cccc(F)c1	3%	-3%	-2%	-2%	-6%	4%	-2	-17%	-21%
22	O=C(NC(Cc1ccc(O)cc1)C(=O)O)c1ccco1 (stereo unspecified)	-2%	-25%	10%	1%	2%	21%	1	-3%	?
23	COc1ccc(-c2sc3ccc(N4CCOCC4)cc3c2C#Cc2ccsc2)cc1	4%	.	-1%	16%	i	161%[activator]	-4	19%	.
24	COc1ccc(CN2CC(=O)N(c3ccc(C)c(C)c3)C2=S)cc1OC	-9%	-11%	2%	-34%	-19%	?	-3	56µM*	-40%

Part of the list above in order of formula weight, smallest number first.
entry	structure	ERG Ets-DNA blk	BAZ2B inh	GLS inhibitor	Pin1 inhibitor	Tb PGK inh	HP1b binding inh	PI4K2A inh	JMJD2A Tudor inh	G9a inh
19	O=C(Nc1cccc2ccccc12)N1CCN(c2ncccn2)CC1	-6%	-8%	7%	2%	-7%	46%[activator]	1	6%	-23%
24	COc1ccc(CN2CC(=O)N(c3ccc(C)c(C)c3)C2=S)cc1OC	-9%	-11%	2%	-34%	-19%	?	-3	56µM*	-40%
21	O=C(CNc1cccc(S(=O)(=O)N2CCCCC2)c1)Nc1cccc(F)c1	3%	-3%	-2%	-2%	-6%	4%	-2	-17%	-21%
23	COc1ccc(-c2sc3ccc(N4CCOCC4)cc3c2C#Cc2ccsc2)cc1	4%	.	-1%	16%	i	161%[activator]	-4	19%	.

Remaining list, next part:
entry	structure	ERG Ets-DNA blk	BAZ2B inh	GLS inhibitor	Pin1 inhibitor	Tb PGK inh	HP1b binding inh	PI4K2A inh	JMJD2A Tudor inh	G9a inh
25	COc1ccc(CCNCC(O)COc2c(C)cccc2C)cc1OC (stereo unspecified)	5%	50µM*	9%	-4%	5%	?	0	?	-5%
26	CCCc1cc2c(cc1NC(=O)Cc1ccccc1)OCO2	0%	.	-10%	0%	-3%	12%[57 µM]	-3	-6%	.
27	N#Cc1ccccc1S(=O)(=O)Nc1ccc2c(c1)C(=O)OC2	-9%	-3%	-7%	-10%	-1%	41%[activator]	0	-9%	-46%
28	Cc1cc(C)cc(NC(=S)N2CCN(C(=O)c3ccco3)CC2)c1	13%	-15%	7%	-2%	-12%	18%	7	-17%	-25%
29	COc1cc(NC(=O)c2cc(C)nc3ccccc23)cc(OC)c1	2%	-12%	-2%	10%	-2%	9%	4	-3%	9%
30	CCc1nnc(NC(=O)[C@@H](NC(=O)c2ccc(C(C)(C)C)cc2)C(C)C)s1	1%	-3%	-7%	-8%	-4%	16%	5	-29%	-5%[59 µM]
31	CC(C)(C)c1cc(CCC(=O)NCc2ccncc2)cc(C(C)(C)C)c1O	-3%	-21%	-4%	9%	i	16%	-5	-12%	21%
32	COc1cc2c(cc1OC)CN(S(=O)(=O)c1ccc3c(c1)OCCO3)CC2	1%	-2%	27%	-3%	8%	-4%	-1	-25%	?
33	Cc1nn(C)c(C)c1NC(=O)COc1ccccc1C#N	-2%	.	-3%	1%	-2%	16%	2	-19%	.
34	O=C(Cc1ccc(Cl)cc1)NCC(=O)N1CCCCC1	-14%	?	-7%	0%	0%	24%	-1	-8%	-1%[12.7 µM]
35	COc1ccc(OC)c(S(=O)(=O)Nc2ccccc2C(=O)N2CCCCC2)c1	4%	0%	5%	-4%	0%	15%	1	-9%	0%
36	CCn1c(CC(=O)Nc2ccccc2Cl)nnc1SCC(=O)NC1CCCC1	-12%	-1%	1%	1%	5%	-3%	-2	-1%	?
37	C=CCc1cccc(/C=N/c2ncn[nH]2)c1O	-7%	-34%	48%[activator]	0%	-3%	11%	4	-18%[57.1 µM]	-4%[12.7 µM]
38	CC1(C)CC(NC(=O)CCc2ccccc2)CC(C)(C)N1	-2%	0%	9%	-7%	i	2%	-14	-3%	-3%

Records above that bear a hit mark in HP1b binding inh:
entry	structure	ERG Ets-DNA blk	BAZ2B inh	GLS inhibitor	Pin1 inhibitor	Tb PGK inh	HP1b binding inh	PI4K2A inh	JMJD2A Tudor inh	G9a inh
16	CCOC(=O)N1CCN(C/C(Cl)=C/c2ccccc2)CC1	-20%	?	8%	4%	-3%	50µM*	1	1.8µM*	.
